dFosB activator: activators of delta FosB homodimer, primary screen, biochemical, fluorescence polarization, TAMRA-CDK5 oligo, single point; purified delta FosB; percent of positive-control signal above neutral wells; activation, % at 25 µM; actives 0.99% (n = 340,000);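 active means mean activation above about 17%, with every replicate also reaching it, limit read from the data, passing the limit was not always enough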;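 further: fluorescence polarization rise as delta FosB binds a TAMRA Cdk5 AP-1 oligo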
Target sequence (P13346 whole entry, looked up): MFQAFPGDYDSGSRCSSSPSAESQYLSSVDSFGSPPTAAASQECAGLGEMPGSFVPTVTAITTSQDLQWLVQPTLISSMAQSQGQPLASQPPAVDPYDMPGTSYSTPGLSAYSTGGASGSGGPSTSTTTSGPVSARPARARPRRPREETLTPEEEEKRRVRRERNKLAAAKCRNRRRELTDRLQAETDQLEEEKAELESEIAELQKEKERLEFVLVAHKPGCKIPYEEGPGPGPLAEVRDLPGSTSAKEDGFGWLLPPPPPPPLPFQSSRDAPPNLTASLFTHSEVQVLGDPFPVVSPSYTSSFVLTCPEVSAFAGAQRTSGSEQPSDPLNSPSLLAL
HTR5A inv ctr: HTR5A inverse agonists in luminescence cell assay, primary screen, counter-screen for OPRM1-OPRD1 heterodimer inverse agonist project, full-deck HTS; inhibition, % at 9.3 µM; 5-hydroxytryptamine receptor 5A (Homo sapiens), P47898; HTR5A cell line, inverse agonism; actives 0.083% (n = 340,000); in the data active means inhibition mostly above about 23%, no sharp cut-off; inactive means mostly below about 18%;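 further: 0% = cells with DMSO and 100% = no-cell wells with DMSO; some compounds called inactive have numbers as strong as hits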
CDK5 inh: inhibitors of human CDK5/p35 kinase, primary screen, biochemical, single concentration. inhibition, % at 10 µM. actives 0.01% (n = 330,000). Recombinant CDK5/p35, ADP-Glo luminescence, 60 min. Cyclin-dependent kinase 5 (Homo sapiens) + Cyclin-dependent kinase 5 activator 1 (Homo …. AID 488839, 2010;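 active means highest replicate inhibition of at least 50% and at least 75% of replicates reaching 50%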;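 further: plate controls were DMSO neutral control for no effect and GW8510 at 10 µM for full effect; many of its hits are not listed in these tables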
Target sequence (Q00535 whole entry, looked up): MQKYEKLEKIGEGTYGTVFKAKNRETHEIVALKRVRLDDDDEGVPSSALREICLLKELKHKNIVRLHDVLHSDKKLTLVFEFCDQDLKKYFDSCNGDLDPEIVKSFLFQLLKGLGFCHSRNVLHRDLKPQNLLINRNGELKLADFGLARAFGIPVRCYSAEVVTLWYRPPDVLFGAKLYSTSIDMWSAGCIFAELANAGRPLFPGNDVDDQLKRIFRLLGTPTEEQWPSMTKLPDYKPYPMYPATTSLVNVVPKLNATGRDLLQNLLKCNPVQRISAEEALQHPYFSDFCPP
Target sequence (Q15078 whole entry, looked up): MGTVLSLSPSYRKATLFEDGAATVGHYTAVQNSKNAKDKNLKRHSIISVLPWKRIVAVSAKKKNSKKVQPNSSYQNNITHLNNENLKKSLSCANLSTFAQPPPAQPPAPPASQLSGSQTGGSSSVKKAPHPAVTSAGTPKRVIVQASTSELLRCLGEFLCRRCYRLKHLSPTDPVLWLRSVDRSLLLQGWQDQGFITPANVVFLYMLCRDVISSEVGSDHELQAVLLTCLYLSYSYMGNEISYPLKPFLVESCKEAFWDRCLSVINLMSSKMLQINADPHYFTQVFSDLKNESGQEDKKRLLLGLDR
MITF act: activators of MITF-driven TRPM1 promoter reporter, primary screen, cell-based, SK-MEL-5, luciferase, single point; SK-MEL-5 TRPM1-promoter luciferase, 24 h; % of positive control, neutral wells = 0; activation, % at 12.5 µM; actives 0.75% (n = 300,000);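 active means mean activation of at least 80% with every replicate also reaching 80%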;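 further: 0% = neutral control wells and 100% = parthenolide positive control wells; values of inactives mirror those of a sister screen read the other way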
Wnt act: Wnt/beta-catenin pathway activators, primary screen, cell-based, plate reader, single point. AID 743398, 2014. actives 1.2% (n = 300,000). activation, % at 9.35 µM. Wnt/beta-catenin reporter cell assay, activator; in the data active means activation above about 30%, passing the limit was not always enough;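 further: 0% = neutral control wells and 100% = positive control wells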
NSD2 HMT inh: NSD2 histone methyltransferase inhibitors, primary screen, biochemical, AlphaScreen, single concentration, set 2; AID 743445, 2014; inhibition, % at 12.5 µM; NSD2 peptide methylation, 120 min; actives 0.54% (n = 310,000); in the data active means inhibition above about 50%
HTR5A ag ctr: HTR5A agonists in luminescence cell assay, primary screen, counter-screen for OPRM1-OPRD1 heterodimer agonist project, full-deck HTS. 5-hydroxytryptamine receptor 5A (Homo sapiens), P47898. cell-based. activation, % at 9.3 µM. actives 0.61% (n = 340,000). AID 504692, 2011; in the data active means activation mostly above about 9.5%, no sharp cut-off; inactive means mostly below about 7.6%;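 further: 0% = cells with vehicle only and 100% = reference agonist; strong numbers were not always called active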
SR-BI HDL uptake: inhibitors of SR-BI mediated HDL lipid uptake, primary screen, ldlA[mSR-BI] cells, fluorescence, single point | actives 0.96% (n = 320,000) | ldlA[mSR-BI] CHO cells, DiI-HDL uptake fluorescence, 3 h | inhibition, % at 12.5 µM;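 active means mean replicate inhibition of at least 70% and a set share of replicates each scoring 70 or more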;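 further: 0% = median of neutral control wells and 100% = median of positive control wells; values of inactives mirror those of a sister screen read the other way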
V-ATPase pHluor: regulators of yeast V-ATPase proton pumping, primary screen, pHLuorin cytosolic pH fluorescence; S. cerevisiae; response, % at 10 µM; actives 0.37% (n = 350,000); AID 504577, 2011; in the data active means response mostly above about 7.3%, no sharp cut-off; inactive means mostly below about 5.4%; further: actives read high; inactives centre near 0; some compounds called inactive have numbers as strong as hits; reference of the scale not given here
PvdQ acylase: P. aeruginosa PvdQ acylase inhibitors, primary screen, biochemical, fluorescence, plate reader and imaging, single point; inhibition, % at 10 µM; PvdQ acylase [Pseudomonas aeruginosa LESB58]; purified PvdQ acylase; actives 0.063% (n = 340,000); in the data active means inhibition above about 30%, passing the limit was not always enough;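 further: 0% = vehicle neutral wells and 100% = reference inhibitor wells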
* = called active by the depositor; . = not tested or not shown.

SMILES	dFosB activator	HTR5A inv ctr	CDK5 inh	MITF act	Wnt act	NSD2 HMT inh	HTR5A ag ctr	SR-BI HDL uptake	V-ATPase pHluor	PvdQ acylase
CCN(CC)C(=O)COC(=O)c1ccc(O)cc1	6.7	9.2	-0.7	.	5.8	10.4	4.7	-28.8	-0.2	-9.3
Cc1ccc(NC(=O)C2=C(C(=O)O)CCCC2)cc1Br	4.2	-1.7	-0.8	.	-0.5	-2.3	0.5	-3.7	0.9	-15.7
COCCn1nnnc1C(c1cccc(C(F)(F)F)c1)N1CCN(Cc2ccccc2)CC1 (centres undefined)	-6.4	-21.0	1.3	9.1	.	-0.3	-1.8	-21.5	0.0	-15.1
Cn1c(=O)c(C(=O)CN2CCCc3ccccc32)c(N)n(Cc2ccccc2)c1=O	-0.3	-21.1	-1.2	-23.7	.	-1.3	0.3	-2.8	-1.0	-5.9
O=C(O)c1ccc(N2C(=O)CC(N3C(=O)/C(=C/c4ccc(Cl)cc4)SC3=S)C2=O)cc1 (centres undefined)	-1.2	-0.7	1.6	-1.1	-5.0	.	6.2	.	-5.1	1.6
Cc1ccc(S(=O)(=O)N(C)c2ccc(C(=O)Nc3c(C)n(C)n(-c4ccccc4)c3=O)cc2)cc1	-7.4	-4.9	-2.6	4.8	-0.9	-2.9	1.7	14.8	-2.5	-16.3
CC1CCN(S(=O)(=O)c2ccc3ncn(CC(=O)N(C)Cc4ccccc4)c(=O)c3c2)CC1	2.3	-7.8	0.5	-10.9	-5.1	-2.3	-3.3	20.7	5.2	8.3
CC(=O)N1CCN(C(=O)CNC(=O)c2ccc(C)s2)CC1	4.2	5.4	-0.1	-1.7	-2.5	0.3	-2.2	-5.3	3.3	21.6
O=C(Nc1cccc(C(F)(F)F)c1)c1cccnc1N1CCN(c2ccccc2)CC1	-8.4	-20.0	11.3	3.5	.	.	7.6	22.8	12.3*	2.6
Cc1ccc(S(=O)(=O)NCCCCCC(=O)Nc2c(C)n(C)n(-c3ccccc3)c2=O)cc1	-3.4	-27.9	-6.5	3.6	0.8	3.3	2.7	-11.1	-1.9	-5.0
O=C(NNC(=S)Nc1ccccc1C(F)(F)F)C1CC1	4.8	.	0.0	.	-3.2	-2.4	.	-12.3	-2.1	-17.9
COc1ccc(C2(C(=O)NCCCN(C)C)CCOCC2)cc1	-1.6	7.1	0.0	5.6	-2.3	.	-2.5	-12.6	-0.3	-7.5
COc1ccc(/C=N/N(C(C)=O)c2nc(-c3ccc(C)cc3)cs2)cc1	2.8	-3.7	-1.1	.	.	-7.8	2.2	36.5	-2.1	-9.2
CCCCN(C)S(=O)(=O)c1ccc(C(=O)Nc2nnc(C3=COCCO3)o2)cc1	-11.5	6.6	-0.2	-2.7	-0.3	-1.6	-2.4	-5.4	-0.7	9.8
COc1ccc(CC(=O)n2[nH]c(=O)c3ccccc3c2=O)cc1OC	4.0	2.3	0.1	-3.5	-2.5	-1.0	5.0	-23.5	2.7	-2.2
CCCNC(=O)C1CCN(S(=O)(=O)c2ccc3c(c2)OCCO3)CC1	-1.1	-5.6	-3.1	-5.3	-2.4	32.4	-1.2	-14.2	3.6	-9.1
Cn1c(CNC(=O)c2cccs2)nnc1SCC(=O)Nc1ccccc1	0.0	-25.1	.	4.5	.	-2.4	1.1	-16.0	4.0	-1.2
COCCCNCC(O)COc1cccc2[nH]c(C)cc12 (centres undefined)	-6.8	-3.5	-3.0	-5.4	.	.	1.3	6.2	0.3	0.1
COc1ccccc1NC(=O)c1cnc(SCC(=O)NCCc2ccccc2)n(C)c1=O	-4.1	-15.9	0.9	-17.4	-3.0	-1.9	5.3	30.1	0.0	-8.0
CN1CCN(C(=O)CCc2ccc(S(=O)(=O)NC3CCCCC3)cc2)CC1	1.7	-0.7	-1.2	7.6	-1.5	-2.5	0.2	-24.9	1.7	-11.0
CC(=O)Nc1ccc(C(=O)COC(=O)C2CC3CCCC(C2)C3=O)cc1 (centres undefined)	-3.1	-0.6	0.2	7.2	-2.6	.	4.3	11.0	3.4	-3.7
COc1ccc(Cl)cc1C(=O)Nc1cccnc1Cl	-6.6	-21.1	-3.4	.	21.5	-2.8	8.3	34.5	0.0	-11.5
CC(C)Sc1nnc(NC(=O)c2ccco2)s1	-4.0	9.5	1.4	39.7	10.1	-4.1	-3.7	-22.3	-4.0	-5.7
CCOc1ccccc1Nc1nc(N)nc(CN2CCCCC2C)n1 (centres undefined)	1.5	-0.3	0.4	0.6	2.3	0.4	0.1	11.7	-0.9	4.6
COc1ccc(CN2CCN(C(=O)c3cccnc3)CC2)cc1Br	-1.7	17.1	-0.5	-4.4	.	.	-2.5	-23.9	-0.7	5.4

New compounds follow
SMILES	dFosB activator	HTR5A inv ctr	CDK5 inh	MITF act	Wnt act	NSD2 HMT inh	HTR5A ag ctr	SR-BI HDL uptake	V-ATPase pHluor	PvdQ acylase
CCCCN(CCCC)Cc1ccc(C(=O)NN)o1	3.6	-5.1	-5.4	2.4	54.8*	0.6	8.9	2.5	-1.0	-19.1
Cc1ccc2nc(C)c(CN3CCN(c4ccc([N+](=O)[O-])cc4Cl)CC3)n2c1	-13.3	-9.9	0.0	-27.4	-7.6	7.2	3.7	13.1	0.5	-3.3
COc1ccc2cc(Br)ccc2c1CC(=O)NC(C)(C)C	-2.5	24.0	0.1	-4.8	.	-1.5	5.0	67.9	5.5	0.9
COc1ccc(C2=NOC(C(=O)O)C2)cc1 (centres undefined)	0.4	-4.0	0.7	5.4	.	-5.4	0.2	-13.3	1.3	-9.9
Cc1onc(-c2c(F)cccc2Cl)c1C(=O)OCC(=O)NC(c1ccccc1)c1ccccc1	-1.2	-1.4	-0.9	2.3	-11.2	1.3	3.5	18.0	-1.3	-14.8
COc1ccc(/C=N\NC(=O)c2ccc(-c3ccccc3)cc2)c(OC)c1OC	2.8	-3.9	0.3	-1.0	-1.4	-2.3	1.5	75.4*	-0.6	0.0
Cc1ccc(-c2nc(CN3CCN(c4cnccn4)CC3)c(C)o2)o1	5.0	-30.8	-0.5	-3.1	-3.0	0.8	10.7	0.1	3.5	-1.3
COc1ccccc1C(=O)Nc1nnc(S(=O)(=O)N2CCC(C)CC2)s1	-17.1	-8.5	1.1	-5.4	3.9	2.7	-0.8	-37.4	-2.7	1.9
CC(=O)c1sc2c(c1OC(=O)c1ccc(Cl)cc1Cl)c(=O)n(-c1ccccc1)c(=S)n2-c1ccccc1	-11.0	8.8	1.1	-61.3	-0.1	0.3	-2.3	-5.9	-2.2	3.7
O=C(COc1ccc2ccc(=O)oc2c1)Nc1ccc(N2CCOCC2)cc1	1.4	-2.7	-0.2	-3.2	.	1.1	5.4	1.1	1.1	1.5
COc1ccc(C=C(C(C)=O)C(C)=O)cc1OC	1.4	0.9	-0.2	.	1.2	-1.4	0.1	-25.5	-0.4	-5.5
Cc1cc2nc(NCCCO)n(CC(=O)c3cc(C(C)(C)C)c(O)c(C(C)(C)C)c3)c2cc1C	7.0	-22.7	0.2	8.1	-6.4	.	-0.6	-5.7	4.5	4.7
CNC(=O)CN(c1cc(OCCOC)c(Cl)cc1Cl)S(=O)(=O)c1ccc(OC)cc1	-8.6	-27.8	-1.9	-0.8	-1.0	-4.1	2.9	-12.7	-2.8	-10.4
Cc1ccc(CNc2c(C=O)c(=O)[nH]c3ccccc23)cc1	-0.1	2.6	0.6	.	0.6	-1.2	-0.7	8.1	-1.3	-12.3
C=CCn1c(SC(C)C(=O)NCc2ccc3c(c2)OCO3)nnc1C1CCCCC1 (centres undefined)	-0.7	-5.8	1.3	-10.9	.	-0.5	1.6	16.4	-0.8	-7.6
COc1cccc(C(=O)NCc2n[nH]c(=S)n2-c2cccc(C)c2)c1	-2.9	-7.1	-0.2	-5.3	0.2	0.1	2.7	-27.3	-1.7	-8.7
CCOc1ccc2nc(SCC(=O)NC(=O)C(C)C)sc2c1	-8.1	5.8	-0.5	12.6	1.4	0.7	-2.1	-5.4	1.7	-7.8
C[C@]12CCC3C(CC=C4C[C@@H](O)CC[C@@]43C)C1CCC2[C@]1(C)CCC(=O)O1 (some centres undefined)	-5.8	-4.2	0.4	0.3	-2.9	-0.4	2.1	-2.9	3.6	-20.8
CN(C(=O)COC(=O)c1ccc(Cl)nc1)C1CCS(=O)(=O)C1 (centres undefined)	-1.1	-10.6	1.1	-8.3	-0.7	-0.8	3.8	-22.8	-3.2	-11.6
COC(c1ccccc1)c1nc2ccccc2[nH]c1=O (centres undefined)	1.0	-2.2	-0.7	19.2	-0.9	49.3	0.6	-15.8	0.9	-16.5
N#Cc1cccc(NC(=O)Cc2ccccc2)c1	-4.5	-9.7	-1.5	7.2	1.2	-4.0	3.5	-2.1	1.9	-4.8
CCS(=O)(=O)c1ccc(-c2cccc(NC(=O)c3ccco3)c2)nn1	-3.8	-0.5	-1.0	-2.1	0.5	1.0	0.2	20.3	-0.4	-9.3
CCc1ccc(NC(=O)NCc2cccnc2)cc1	2.6	13.2	0.7	7.2	5.1	-0.8	-5.5	-3.2	1.1	-0.7
Cc1noc2c1C(c1ccc(N(C)C)cc1)C1=C(CC(C)(C)CC1=O)N2 (centres undefined)	-8.5	16.7	1.0	-12.1	.	3.6	-4.6	33.6	-1.9	-13.2
O=C(Cc1c2ccccc2nc2ccccc12)c1ccccc1	-3.4	-0.2	-1.5	9.9	0.2	1.1	0.9	-44.1	2.2	-11.7
CCOC(=O)c1cccc(-c2ccc(C=O)o2)c1	-5.9	28.6	-0.6	25.2	-2.4	3.4	7.2	0.1	-1.1	19.6
CCOC(=O)c1cnc(-n2nc(C)cc2C)nc1NNc1nc(C)cc(C)n1	-1.9	-9.4	0.0	.	-7.3	-1.9	-3.3	19.3	-3.9	-1.8
COc1cccc(N=C(N)N=C(N)N)c1	-4.1	-42.8	2.4	4.2	-1.7	-4.5	16.5*	-2.8	1.2	14.7
S=c1[nH]nc(-c2cc3ccccc3o2)n1Cc1ccccc1	-2.3	-3.3	4.0	-1.3	-0.1	2.8	1.3	-24.1	1.0	1.4
O=c1cc(CO)oc(C(Nc2cccc([N+](=O)[O-])c2)c2ccccn2)c1O (centres undefined)	0.5	-2.5	-0.2	5.0	-3.3	.	0.9	-36.6	-1.6	-5.4

An excerpt from above in order of count of non-hydrogen atoms, descending.
SMILES	dFosB activator	HTR5A inv ctr	CDK5 inh	MITF act	Wnt act	NSD2 HMT inh	HTR5A ag ctr	SR-BI HDL uptake	V-ATPase pHluor	PvdQ acylase
Cc1cc2nc(NCCCO)n(CC(=O)c3cc(C(C)(C)C)c(O)c(C(C)(C)C)c3)c2cc1C	7.0	-22.7	0.2	8.1	-6.4	.	-0.6	-5.7	4.5	4.7
COc1ccccc1C(=O)Nc1nnc(S(=O)(=O)N2CCC(C)CC2)s1	-17.1	-8.5	1.1	-5.4	3.9	2.7	-0.8	-37.4	-2.7	1.9
O=C(Cc1c2ccccc2nc2ccccc12)c1ccccc1	-3.4	-0.2	-1.5	9.9	0.2	1.1	0.9	-44.1	2.2	-11.7
Cc1ccc(CNc2c(C=O)c(=O)[nH]c3ccccc23)cc1	-0.1	2.6	0.6	.	0.6	-1.2	-0.7	8.1	-1.3	-12.3

Bioassay records (PubChem BioAssay)
